# Source: PubChem
# ARFGAP1 inhibitor: rat ARFGAP1 inhibition; Arfgap1-stimulated ARF1 GTP hydrolysis, GDP FP detection; inhibition, % at 16.5 µM; 360,000 compounds, 0.26% hits; Q62848;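 active = inhibition above a per-plate limit, mean inhibition of low control wells plus 3 SD, cut at about 25% in these data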;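 note: 0% = DMSO wells with enzyme and 100% = wells lacking Arfgap1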
# Target sequence (Q62848 1-136 limits assumed): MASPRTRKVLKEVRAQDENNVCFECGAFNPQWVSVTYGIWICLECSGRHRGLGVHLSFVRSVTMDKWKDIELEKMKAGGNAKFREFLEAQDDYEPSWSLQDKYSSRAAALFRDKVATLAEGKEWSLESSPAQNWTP
#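 Material: rat Arfgap1 GAP domain (His6, aa 1-136), purified enzyme. Also added: human ARF1(Δ1-17)-GTP substrate. Compound dosing: 16.5 µM single point, 1.26% DMSO. Timing: enzyme reaction 120 min at 25 °C after 20 min preincubation. Signal: GDP detection by fluorescence polarization. Read-out basis: percent inhibition of GAP-stimulated GDP formation, scaled between DMSO and no-Arfgap1 medians.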
# PLCg1 inh: PLC-gamma1 (human) inhibition, primary screen; P19174; inhibition, % at 12.2 µM; AID 720700; purified PLC-gamma1, fluorogenic substrate, fluorescence; 370,000 compounds, 0.84% hits; in the data active = inhibition above about 9.5%
# ADAM17 inh: ADAM17 inhibition, QFRET primary screen; P78536; AID 720648; inhibition, % at 6.95 µM; recombinant ADAM17, EDANS/DABCYL FRET peptide cleavage; 370,000 compounds, 0.83% hits;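 active = inhibition above the mean of compounds lying between control limits plus 3 SD, set per campaign, cut at about 8.5% in these data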;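 note: 0% = DMSO-only wells as the low control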
# Target sequence (P78536 215-824 limits assumed): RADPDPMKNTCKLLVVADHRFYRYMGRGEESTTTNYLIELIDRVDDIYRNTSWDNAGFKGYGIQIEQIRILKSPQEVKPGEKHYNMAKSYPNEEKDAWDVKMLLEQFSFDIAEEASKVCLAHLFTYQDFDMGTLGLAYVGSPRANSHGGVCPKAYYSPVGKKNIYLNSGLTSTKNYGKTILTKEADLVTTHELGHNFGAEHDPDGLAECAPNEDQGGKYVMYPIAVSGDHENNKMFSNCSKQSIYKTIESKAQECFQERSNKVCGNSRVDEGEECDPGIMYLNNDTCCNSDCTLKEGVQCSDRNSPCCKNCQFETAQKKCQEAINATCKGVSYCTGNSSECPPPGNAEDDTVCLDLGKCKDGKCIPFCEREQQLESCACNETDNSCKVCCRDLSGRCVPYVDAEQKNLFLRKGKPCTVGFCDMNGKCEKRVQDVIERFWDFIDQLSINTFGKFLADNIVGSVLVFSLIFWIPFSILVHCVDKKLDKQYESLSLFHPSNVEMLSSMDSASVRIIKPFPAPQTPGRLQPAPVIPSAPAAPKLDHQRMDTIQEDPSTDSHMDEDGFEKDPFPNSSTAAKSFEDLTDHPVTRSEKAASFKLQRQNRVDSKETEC
# TDP2 absorb: TDP2 (human) inhibition, absorbance primary screen | recombinant TDP2, T5PNP hydrolysis, p-nitrophenol absorbance 415 nm | inhibition, % at 12.8 µM | 370,000 compounds, 0.34% hits | AID 720702;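 active = inhibition above the mean of all tested compounds plus 3 SD, set per campaign, cut at about 25% in these data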;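 note: 0% = DMSO with enzyme and 100% = buffer with substrate but no TDP2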
#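 Read-out basis: percent inhibition. System: recombinant human TDP2. Buffer or medium: Mg2+-containing Tris-HCl buffer, pH 7.5. Repeats: single replicate. Timing: reaction 2 h, 37 °C. Benchmarks: high control without enzyme, low control DMSO plus TDP2. Probe or stimulus: 5 mM T5PNP. Doses: 12.8 µM only. Measured by: epi absorbance of p-nitrophenol freed from T5PNP by hydrolysis.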
# ADAM10 inh: ADAM10 inhibition, QFRET primary screen | recombinant ADAM10, EDANS/DABCYL FRET peptide cleavage, 3 h | inhibition, % at 7 µM | 370,000 compounds, 0.62% hits;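 active = inhibition above a per-campaign cutoff equal to the mean of compounds falling between control-based bounds plus 3 SD, cut at about 20% in these data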;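 note: 0% = DMSO wells while the 100% control is not disclosed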
# ASAP1 GAP inh: blocks human ASAP1-stimulated Arf1 GTP hydrolysis | Q9ULH1 | GDP FP detection | 360,000 compounds, 0.19% hits | inhibition, % at 16.5 µM | AID 624377; in the data active = inhibition above about 25%;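 note: 0% = vehicle with enzyme and substrate and 100% = no enzyme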
# Tn7 DDE FP: inhibitors of Tn7 peptide binding to human fibrin DD(E); FP displacement of FITC-Tn7 peptide from fibrin DD(E); 0% = median of compound wells per plate; inhibition, % at 8.3 µM; P02675; 370,000 compounds, 0.13% hits;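 active = inhibition above the mean of compounds falling within the control limits plus 3 SD of them, cut at about 14% in these data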;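 note: 0% = plate median of compound wells and 100% = 10 µM Aha-Tn7 peptide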
#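 Measure: % inhibition scaled between sample-field median and high-control FP; Test system: human fibrin DD(E); Quantity: 2 µM final DD(E) protein; Doses: one dose, 8.3 µM nominal; Schedule: compound with protein 10 min, then 3 h after probe, room temperature; Detection: fluorescence polarization; Medium: Tris buffer with calcium and detergent, pH 7.8.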
# LEDGF integ inh: blocks HIV-1 LEDGF/p75-dependent DNA integration | TR-FRET IN-LEDGF/p75 DNA integration, Eu/Cy5 | inhibition, % at 3.7 µM | 370,000 compounds, 0.64% hits;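 active = inhibition above the screen-wide mean plus 3 SD, cut at about 13% in these data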;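 note: signal is the Cy5 over europium emission ratio at 671 and 618 nm; 0% = plate median of compound wells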
# Tn6 DDE FP: disrupts Tn6 cyclic peptide binding to fibrin D-Dimer-E complex; Fibrin DD(E) TRITC-Tn6 fluorescence polarization displacement; inhibition, % at 8.3 µM; 370,000 compounds, 0.21% hits; AID 720509; P02675;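 active = inhibition above a per-campaign cutoff: mean of compounds within control limits plus 3 SD, cut at about 15% in these data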;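 note: 0% = median of all compound wells on the plate and 100% = blocking peptide control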
# KLK7 zymogen act: activators of human kallikrein-7 zymogen. 370,000 compounds, 0.9% hits. P49862. AID 652039. purified proKLK7, EDANS-DABCYL substrate fluorescence; 100% is mature enzyme control, 0% vehicle. activation, % at 7 µM;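 active = activation above the mean of all tested compounds plus 3 SD, computed per campaign excluding outliers beyond control limits, cut at about 13% in these data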
# Target sequence (P49862 whole entry, looked up): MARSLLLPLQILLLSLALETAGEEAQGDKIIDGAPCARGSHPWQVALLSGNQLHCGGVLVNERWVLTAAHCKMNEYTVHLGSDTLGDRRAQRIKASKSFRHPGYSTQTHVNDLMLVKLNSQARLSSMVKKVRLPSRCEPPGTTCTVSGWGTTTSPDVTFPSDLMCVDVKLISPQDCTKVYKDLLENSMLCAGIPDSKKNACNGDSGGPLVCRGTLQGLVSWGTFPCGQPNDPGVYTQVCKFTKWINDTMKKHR
# * = called active by the depositor; i = inactive; . = no result given.
SMILES,ARFGAP1 inhibitor,PLCg1 inh,ADAM17 inh,TDP2 absorb,ADAM10 inh,ASAP1 GAP inh,Tn7 DDE FP,LEDGF integ inh,Tn6 DDE FP,KLK7 zymogen act
CN(CC(=O)Nc1ccc(F)cc1)C(=O)c1cccc(S(=O)(=O)N2CCN(c3ccc(F)cc3)CC2)c1,13,5,4,2,16,0,-8,-1,2,-0.2
Cc1ccc(C)c(CSc2nnc(-c3cccnc3)n2N)c1,2,1,-5,2,-4,-2,4,2,-1,0.5
CN(C)S(=O)(=O)c1cccc(C(=O)N/N=C\c2ccccc2[N+](=O)[O-])c1,.,0,0,1,-7,.,-4,0,-8,0.3
O=C(NC(=S)Nc1ccccc1)c1ccc(-c2ccccc2)cc1,14,3,2,-6,-3,-6,3,-1,1,0.2
CCCCc1nc2sc3c(=O)n(N)cnc3c2c2c1CCCC2,0,0,-4,6,-7,3,1,-4,4,0.5
CC(NC(=O)c1ccccc1)C(=O)N/N=C/c1ccco1 (stereo unspecified),16,1,-1,0,1,-1,0,-1,-4,-0.5
CCOC(=O)C(C)n1cnc2sc3c(c2c1=O)CCC3 (stereo unspecified),4,-1,-2,2,3,0,-3,2,5,0.1
O=C(O)C1C2C=CC(O2)C1C(=O)NCc1ccccc1Br (stereo unspecified),0,7,-6,-9,-10,-4,-2,3,-11,0.7
O=C(OCC(=O)c1ccc(Cl)s1)c1ccc(CO)cc1,19,2,-10,-11,-3,-1,-2,-7,8,-0.5
CC1Cc2ccccc2N1C(=O)CSc1nnc(-c2ccccc2)c(-c2ccccc2)n1 (stereo unspecified),-8,-1,1,-12,6,6,-2,0,6,0.2

# 3 compounds already listed, ordered by molecular weight, lowest first:
SMILES,ARFGAP1 inhibitor,PLCg1 inh,ADAM17 inh,TDP2 absorb,ADAM10 inh,ASAP1 GAP inh,Tn7 DDE FP,LEDGF integ inh,Tn6 DDE FP,KLK7 zymogen act
CC(NC(=O)c1ccccc1)C(=O)N/N=C/c1ccco1 (stereo unspecified),16,1,-1,0,1,-1,0,-1,-4,-0.5
CCOC(=O)C(C)n1cnc2sc3c(c2c1=O)CCC3 (stereo unspecified),4,-1,-2,2,3,0,-3,2,5,0.1
CN(CC(=O)Nc1ccc(F)cc1)C(=O)c1cccc(S(=O)(=O)N2CCN(c3ccc(F)cc3)CC2)c1,13,5,4,2,16,0,-8,-1,2,-0.2

# Arranged by value in PLCg1 inh (largest number first): five from the list above.
Molecule	ARFGAP1 inhibitor	PLCg1 inh	ADAM17 inh	TDP2 absorb	ADAM10 inh	ASAP1 GAP inh	Tn7 DDE FP	LEDGF integ inh	Tn6 DDE FP	KLK7 zymogen act
O=C(O)C1C2C=CC(O2)C1C(=O)NCc1ccccc1Br (stereo unspecified)	0	7	-6	-9	-10	-4	-2	3	-11	0.7
O=C(OCC(=O)c1ccc(Cl)s1)c1ccc(CO)cc1	19	2	-10	-11	-3	-1	-2	-7	8	-0.5
CC(NC(=O)c1ccccc1)C(=O)N/N=C/c1ccco1 (stereo unspecified)	16	1	-1	0	1	-1	0	-1	-4	-0.5
CN(C)S(=O)(=O)c1cccc(C(=O)N/N=C\c2ccccc2[N+](=O)[O-])c1	.	0	0	1	-7	.	-4	0	-8	0.3
CC1Cc2ccccc2N1C(=O)CSc1nnc(-c2ccccc2)c(-c2ccccc2)n1 (stereo unspecified)	-8	-1	1	-12	6	6	-2	0	6	0.2

# (more compounds)
SMILES,ARFGAP1 inhibitor,PLCg1 inh,ADAM17 inh,TDP2 absorb,ADAM10 inh,ASAP1 GAP inh,Tn7 DDE FP,LEDGF integ inh,Tn6 DDE FP,KLK7 zymogen act
O=C(c1ccc([N+](=O)[O-])cc1)N1CCN(C(=O)c2cccnc2)CC1,-1,1,-3,14,-4,-3,-8,-1,1,-0.4
NC(=O)Cn1c(=O)n(C2CCCCC2)c(=O)c2c3c(sc21)CCCCC3,-10,-2,1,-2,-2,6,-4,4,2,0.0
CCOc1ccc(Br)cc1C(=O)Nc1ccc(C(=O)NCC(C)C)cc1,18,-4,-2,-6,-5,-2,4,0,9,0.3
CCOc1ccc(OCC)c(NC(=O)CSc2nc3c(c(=O)n(C)c(=O)n3C)n2CC)c1,-9,1,-3,8,0,12,2,4,-7,-0.9
Cc1nn(-c2ccccc2)c2sc(C(=O)NCc3ccc4c(c3)OCO4)cc12,.,3,6,1,12,.,2,2,-2,-0.3
COc1cc(OC)cc(-c2nc(SCC(=O)Nc3ccccc3F)n[nH]2)c1,1,-1,-2,3,9,12,8,-4,5,0.5
O=C(Oc1c(Br)cc([N+](=O)[O-])cc1Br)c1cccnc1,4,4,1,-5,0,-3,-3,9,5,0.4
COc1ccc(SCCN2CCN(CC(C)C)CCC2=O)cc1,4,2,-5,-7,-8,0,1,3,-1,-0.7
CCOc1ccc2nc(NCCNC(=O)Nc3cccc(C)c3)c(C#N)cc2c1,-4,-65,-13,8,-41,1,0,-1,3,-3.8
COc1ccc(C(=O)NCCCn2cccn2)cc1OC1CCN(C(C)=O)CC1,-5,0,-3,-6,-11,0,5,-4,-1,0.1
COc1ccc(OC)c(NC(=O)NNC(=O)c2cc3occc3[nH]2)c1,10,-16,-2,-4,-6,-2,-2,-1,-6,-0.1
CS(=O)(=O)N(CC(=O)NCc1ccco1)c1ccccc1Cl,2,-3,-4,-3,-9,-4,3,0,-6,0.3
CSc1ccc(CCNC(=O)CCc2nnc3ccc(N4CCCC4)nn23)cc1,11,-1,-1,-1,-15,-7,0,-1,7,-0.1
CC(C)(C)OC(=O)CNC(=O)c1[nH]cnc1C(=O)NC1CCN(C(=O)OC(C)(C)C)CC1,0,-2,-2,5,1,-10,7,0,5,-0.1
CCOc1ccc(C(=O)COC(=O)c2c(-c3ccccc3)noc2C)cc1,7,-6,2,-7,16,-2,-1,-2,1,0.7
Cc1ccc(-c2nc3ccccc3[nH]2)cc1NC(=O)c1sc2cc(Cl)ccc2c1Cl,0,0,-3,4,-2,9,8,-1,-1,-1.1
COC(=O)c1cc(-c2ccc(NC(C)=O)cc2)nc2ccccc12,-2,i,-51,0,-122,1,3,-3,9,6.0
Cn1c(N)c(C(=O)COC(=O)CCC(=O)c2cccs2)c(=O)n(C)c1=O,1,4,-1,-3,-7,-4,-3,1,4,0.0
CC(C)C(NC(=O)C12CC3CC(CC(C3)C1)C2)C(=O)N/N=C/C1=C(N2CCOCC2)C(=C\c2ccc([N+](=O)[O-])cc2)/CC1 (stereo unspecified),9,3,-2,1,-2,7,-6,2,-5,-0.1
O=C(N/N=C/c1ccccc1Br)c1cccc(S(=O)(=O)N2CCOCC2)c1,5,-1,-5,3,-5,1,10,-1,-9,-0.2
CCOc1ccc(S(=O)(=O)N2CC(=O)Nc3ccccc32)cc1,2,-3,-5,1,-9,9,0,-2,6,0.9
O=C(c1nc2nc(-c3cccs3)cc(C(F)(F)F)n2n1)N1CCN(Cc2ccccc2)CC1,4,i,i,-17,i,-13,6,1,-7,26*
CCN(C(=O)CN1CC(C)OC(C)C1)c1c(N)n(Cc2ccccc2)c(=O)[nH]c1=O (stereo unspecified),10,1,-3,-7,-5,2,5,-7,-1,-0.1
CCN(CC)S(=O)(=O)c1cccc(-c2nnc(SCCOc3ccccc3C)o2)c1,5,-1,6,4,8,-13,-5,-2,5,0.0
COc1ccc(CNC(=O)C2CCN(S(=O)(=O)N3CCC(C)CC3)CC2)c(OC)c1,-6,-2,-2,1,-8,-2,4,0,-2,0.1
O=C(NCC(O)COc1ccc([N+](=O)[O-])cc1)c1ccccc1 (stereo unspecified),-4,2,-1,8,13,11,-4,4,-1,1.1
COc1ccc(CNC(=O)CN2CCN(c3ccc(F)cc3)CC2)cc1,-6,0,-5,-4,-1,-6,-3,3,-1,0.0
COCC(=O)N(C)c1nnc(-c2cnccn2)s1,2,-43,-11,1,-30,3,-4,0,4,32*
COc1ccccc1C(=O)NCCNc1ccc([N+](=O)[O-])cc1Cl,3,3,-2,-6,2,-11,-1,-4,5,0.3
CCOC(=O)c1c(C)[nH]c(C)c1C(=O)COC(=O)C1CC(=O)N(CCc2ccccc2)C1 (stereo unspecified),1,-1,-6,8,-11,12,5,1,1,0.3
C[C@H]1CNC(=O)c2c(C(=O)N(C)Cc3ccccc3)ncn21,-6,0,1,-2,-10,2,-4,-6,3,0.2
CC(C)C1C(=O)N(Cc2cn(CCC3OCCO3)nn2)CCS(=O)(=O)N1Cc1ccc(-c2ccncc2)cc1 (stereo unspecified),0,-1,0,-11,-2,4,-6,1,6,0.4
NC(=O)NOCc1ccc(F)cc1Cl,5,-3,-7,10,-2,10,9,-3,-3,0.7
CCOc1ccc(C(=O)Nc2cccc(-c3nc4ccccc4[nH]3)c2C)cc1[N+](=O)[O-],-3,2,5,-9,12,-4,-1,-4,-1,0.0
O=C(NNC(=S)NCC1CCCO1)c1ccc(S(=O)(=O)N2CCOCC2)cc1 (stereo unspecified),0,-7,-8,-1,-3,-1,2,-3,2,0.0
O=C1c2ccccc2C(Nc2ccc(S(=O)(=O)N3CCCCC3)cc2)N1Cc1ccco1 (stereo unspecified),2,2,-1,6,-3,-5,7,-3,-8,0.0
CC(=O)Oc1cc2oc(=O)cc(C)c2cc1Cl,-8,i,i,-1,i,-1,-2,-10,-1,82*
CCOc1ccc(S(=O)(=O)NCc2ccco2)cc1,1,1,-3,7,-5,-4,2,-4,0,0.0
CC1CCN(S(=O)(=O)c2ccc3c(c2)C(=NO)c2cc(S(=O)(=O)N4CCC(C)CC4)ccc2-3)CC1,9,2,-3,9,-4,-1,-2,0,-9,0.3
CCN(C(=O)CN1C(=O)S/C(=C\c2cccc(Cl)c2)C1=O)C1CCS(=O)(=O)C1 (stereo unspecified),5,2,3,4,-6,17,-2,-2,9,-0.4
NNC(=O)CC1NCCN(Cc2ccccc2)C1=O (stereo unspecified),-1,3,0,14,4,-7,2,-1,1,-0.5
